Source: PubChem (several laboratories)
KCNQ1 act = potentiates or activates the human KCNQ1 potassium channel | P51787 | CHO-K1 KCNQ1, thallium flux FluxOR fluorescence; stronger effect = higher value | B-score at 10 µM | 310,000 tested, 0.35% active | AID 2648;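 active = fluorescence ratio B-score, a plate-corrected score, at least three library SD, with initial intensity B-score within 5 SD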
Target sequence (P51787 whole entry, looked up): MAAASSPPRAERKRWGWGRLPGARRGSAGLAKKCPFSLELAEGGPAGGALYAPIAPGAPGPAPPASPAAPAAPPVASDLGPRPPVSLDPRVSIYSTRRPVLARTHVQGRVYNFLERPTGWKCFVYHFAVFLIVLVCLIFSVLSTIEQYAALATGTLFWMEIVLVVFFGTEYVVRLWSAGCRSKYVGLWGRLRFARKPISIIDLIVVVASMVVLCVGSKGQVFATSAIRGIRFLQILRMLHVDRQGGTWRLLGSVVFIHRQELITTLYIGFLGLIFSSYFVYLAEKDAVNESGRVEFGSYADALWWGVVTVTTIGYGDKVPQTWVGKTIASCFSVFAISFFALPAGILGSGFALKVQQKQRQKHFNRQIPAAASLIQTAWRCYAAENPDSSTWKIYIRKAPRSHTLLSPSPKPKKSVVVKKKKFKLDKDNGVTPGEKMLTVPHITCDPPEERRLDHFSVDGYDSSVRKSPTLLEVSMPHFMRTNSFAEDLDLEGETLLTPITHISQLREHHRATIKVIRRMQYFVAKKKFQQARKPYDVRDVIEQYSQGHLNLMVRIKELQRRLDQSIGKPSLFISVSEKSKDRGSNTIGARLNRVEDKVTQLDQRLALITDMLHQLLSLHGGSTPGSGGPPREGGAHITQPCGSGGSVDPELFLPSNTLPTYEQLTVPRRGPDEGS
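Material: CHO-K1 cells stably expressing KCNQ1. Medium: assay buffer for compound exposure, DMSO matched across wells. Reagent: K+/Tl+ depolarizing stimulus. Compound dosing: single-concentration screen. Times: 37 °C overnight plating, 90-min dark dye load, 20-min compound pretreatment. Technique: FluxOR Tl+ flux fluorescence.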
hERG protect = compounds protecting human hERG from proarrhythmic drug block | Q12809 | CHO-hERG, FluxOR thallium flux, dofetilide IC70 present | activation (rescue from dofetilide block), less the hit threshold, % at 10 µM | 310,000 tested, 0.51% active;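 active = activation above the mean of controls blocked by dofetilide plus 5 SD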;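 note: thallium influx through hERG after potassium depolarization seen as dye fluorescence rise; in these data hits start at about 4.7%; inactives centre near -7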
TMEM16A act = mouse TMEM16A channel activation, primary screen; 340,000 tested, 0.3% active; Q8BHY3; B-score at 10 µM; HEK293 TMEM16A/YFP-H148Q/I152L, iodide quench fluorescence; stronger effect = lower value;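 active = fluorescence-ratio B-score plate-corrected deviation score at least 3 library SD below zero, with starting fluorescence score within 5 deviations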;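 note: channel opened by trigger with iodide after compound preincubation; score built on the fluorescence ratio of max minus min over baseline; more negative score means more quench and so TMEM16A activation or potentiation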
RGS4 pot = potentiators or activators of RGS4. B-score at 10 µM. HEK293 M3R/inducible RGS4, carbachol calcium flux Fluo4; stronger effect = lower value. 310,000 tested, 0.92% active;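 active = B-score of the integrated calcium signal more than 4 SD below the library mean, with starting fluorescence not abnormally high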;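 note: negative B-score means reduced calcium response which marks RGS4 activation or potentiation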
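Assay system: Inducible-RGS4 HEK293 cells carrying M3 receptor | Schedule: Compound preincubation 20 min at room temperature before agonist | Signal: Kinetic calcium fluorescence imaging with Fluo4-AM dye, 2 µM | Read-out basis: B score from integrated fluorescence ratio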
RGS4 inh = human RGS4 inhibition; P49798; HEK293 M3R/RGS4 inducible, Fluo-4 calcium flux; stronger effect = higher value; triggered by carbachol at its EC20; B-score at 10 µM; 310,000 tested, 0.45% active;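 active = B-score, a plate-corrected calcium signal, over three deviations above library mean, with baseline fluorescence within five deviations of library mean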;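 note: RGS4 expression induced by doxycycline in cells with stable M3 receptor; B-score is computed from the integrated fluorescence ratio over baseline after carbachol; higher B-score means a larger calcium signal and so more RGS4 inhibition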
KCNK9 inh = inhibitors of human KCNK9 two-pore domain potassium channel; HEK293 KCNK9, FluxOR thallium flux fluorescence; stronger effect = lower value; Q9NPC2; AID 488922; B-score at 10 µM; 310,000 tested, 1.2% active;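 active = ratio B-score over 3 SD below the library mean, with starting fluorescence within 5 SD of its mean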;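 note: negative B-score means less thallium flux so channel inhibition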
TMEM16A inh = blocks the mouse calcium-activated chloride channel TMEM16A; HEK293 TMEM16A/YFP iodide influx fluorescence, ionomycin; normalized B-score (activity score, 25-100; higher = stronger inhibition) at 10 µM; 310,000 tested, 1.2% active; Q8BHY3; AID 588511;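 active = ratio plate-corrected score three or more library SD toward inhibition, starting fluorescence score within five deviations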;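 note: score derived from kinetic fluorescence span divided by baseline fluorescence per well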
KCNK3 block = human KCNK3 channel inhibition, primary screen | CHO-KCNK3 thallium flux, FluxOR fluorescence; stronger effect = lower value | 340,000 tested, 0.84% active | B-score at 10 µM | O14649;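 active = B-score under library mean minus 4 SD, starting fluorescence ratio at most library mean plus 5 SD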;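 note: more negative B-score means stronger inhibition of thallium flux through KCNK3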
SKKanGAS inh = blocks kanamycin growth of S. pyogenes SKKanGAS strain; AID 1662; 300,000 tested, 1.3% active; BacTiter-Glo, 6 h; inhibition, % at 7.5 µM;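 active = mean replicate score, as percent of positive control median, at least 50; inconclusive = mean below 50 but one replicate at or above 50; inactive = mean and every replicate below 50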;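 note: strain carries kanamycin resistance gene driven by streptokinase promoter and grows in 40 µg/ml kanamycin; loss of luminescence reflects streptokinase promoter inhibition or plain growth inhibition; 0% = median of DMSO wells and 100% = positive control at its reference dose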
KCNQ1 inh = blocks the human KCNQ1 potassium channel; CHO-K1 KCNQ1, FluxOR thallium flux fluorescence; stronger effect = higher value; P51787; 310,000 tested, 1.3% active; AID 2642; B-score at 10 µM;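 active = compounds whose thallium flux B-score, printed positive for inhibition, exceeds three library SD while starting fluorescence stays within three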;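 note: channel opened by potassium depolarization with thallium stimulus after 20 min compound exposure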
HDAC3 inhib = inhibitors of human histone deacetylase 3; AID 2718; inhibition, % at 8.3 µM; recombinant HDAC3, fluorogenic peptide/trypsin coupled, fluorescence; O15379; 320,000 tested, 0.15% active; in the data active = inhibition above about 26%, passing the limit was not always enough; inconclusive = no clear call, values can overlap the other calls
Target sequence (O15379 whole entry, looked up): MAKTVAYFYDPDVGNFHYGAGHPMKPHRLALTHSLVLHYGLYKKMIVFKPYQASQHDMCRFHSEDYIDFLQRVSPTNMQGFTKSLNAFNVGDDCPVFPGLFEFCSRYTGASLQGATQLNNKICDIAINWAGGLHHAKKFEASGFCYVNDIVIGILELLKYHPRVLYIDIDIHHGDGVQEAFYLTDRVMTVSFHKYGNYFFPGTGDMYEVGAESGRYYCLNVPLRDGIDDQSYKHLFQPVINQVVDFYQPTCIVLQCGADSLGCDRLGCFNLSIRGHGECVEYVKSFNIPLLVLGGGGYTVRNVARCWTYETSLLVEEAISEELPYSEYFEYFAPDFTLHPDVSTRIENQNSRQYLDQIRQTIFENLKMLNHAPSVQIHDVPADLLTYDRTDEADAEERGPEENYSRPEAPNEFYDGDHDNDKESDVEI
* = called active by the depositor; i = inactive; u = inconclusive; x = not tested or not shown.

SMILES	KCNQ1 act	hERG protect	TMEM16A act	RGS4 pot	RGS4 inh	KCNK9 inh	TMEM16A inh	KCNK3 block	SKKanGAS inh	KCNQ1 inh	HDAC3 inhib
COc1ccc(-c2nc3c(s2)CCc2onc(-c4ccc(OC)cc4)c2-3)cc1	i	-11.4	i	i	i	i	i	i	-7.2	i	4.5
Cc1ccc(/C(O)=C2\C(=O)C(=O)N(CC(C)O)C2c2ccc(N(C)C)cc2)cc1 (stereo not drawn)	i	-2.4	i	i	i	i	i	i	-2.0	i	13.6
O=C(c1cccc(C(F)(F)F)c1)N1CCC(=O)N(C(CO)Cc2ccccc2)CC1 (stereo not drawn)	i	-5.2	i	i	i	i	i	i	9.9	i	-2.1
CCC(=O)N1CCN(c2ccc(NC(=O)c3ccco3)cc2Cl)CC1	i	-6.0	i	i	i	i	x	i	-6.9	i	x
O=C(CSc1nnc(CNC(=O)c2c(F)cccc2F)o1)c1ccccc1	i	-6.0	i	i	i	i	i	i	15.1	i	8.1
CCOc1cccc(CNn2cnnc2)c1OCc1ccccc1	i	-16.1	i	i	i	i	i	i	6.0	i	-1.4
Cc1cccc(CSc2ccc(-c3ccco3)nn2)c1	i	-9.6	i	i	i	i	i	i	0.5	i	-2.0
CCn1c(/C=C/c2cc[n+](C)cc2)nc2ccccc21	i	-19.7	i	i	i	i	i	i	0.3	i	u
Cc1ccc(C(=O)C2=C(O)C(=O)N(Cc3cccnc3)C2c2ccc(Cl)cc2)o1 (stereo not drawn)	i	-6.5	i	i	i	i	i	i	21.3	i	-1.9
CCOC(=O)C1=C(C)N=C2c3ccccc3C(=O)C2C1c1ccc(Cl)cc1 (stereo not drawn)	i	-2.4	i	i	i	-8.01*	i	-10.3*	17.9	i	-3.9
CCn1c2ccccc2c2nnc(SCCN3CCCCC3)nc21	i	-10.3	i	i	i	i	i	i	2.5	i	4.2
Fc1cccc(Cl)c1CSc1ccc2nnc(-c3ccccn3)n2n1	i	-12.0	i	i	i	i	i	i	-0.8	i	4.8
COc1ccc(-c2noc(-c3ccc(Br)o3)n2)cc1	i	-7.2	i	i	i	i	i	i	-0.3	i	-4.2
CCOC(CCNC(=O)c1cn(-c2cccc(C)n2)cn1)OCC	i	-1.2	i	i	i	i	i	i	-1.9	i	-4.5
COC(=O)c1ccccc1NC(=O)c1cccc(NC(=O)C(C)C)c1	i	-18.3	i	i	i	i	i	i	3.3	i	5.1
COc1ccc(-c2nc(CN3CCN(C(=O)c4ccco4)CC3)c(C)o2)c(F)c1	i	-16.1	i	i	i	i	i	i	14.7	i	3.3
O=C(Cn1nnc(-c2cccc(C(F)(F)F)c2)n1)NC(=O)NCc1ccco1	i	-5.9	i	i	i	i	i	i	22.2	i	5.3
O=C(NCCSc1c[nH]c2ccccc12)c1ccc2c(c1)OCO2	i	-16.5	i	i	i	i	i	i	-12.7	i	9.0
O=C(O)c1cc(/C=C/c2ccc(N3CCOCC3)c([N+](=O)[O-])c2)nc2ccccc12	i	-11.8	i	i	i	i	i	i	20.5	i	5.2
CCOc1ccc(C(C)=O)cc1CN1c2ccc(S(N)(=O)=O)cc2CC1C (stereo not drawn)	i	-7.6	i	i	i	i	i	i	3.7	i	3.5
Cc1ccc(CN(C)CC(=O)NC(C)c2ccccc2)cc1 (stereo not drawn)	i	-8.4	i	i	i	i	i	i	-8.2	i	1.4
COc1ccc(C2/C(=C(\O)c3cccc(OC)c3)C(=O)C(=O)N2c2ccccn2)cc1 (stereo not drawn)	i	-14.7	i	i	i	i	i	i	3.8	i	4.5
Cc1ccn2c(-c3n[nH]c(=S)n3Cc3ccccc3)c(C)nc2c1	i	-5.9	i	i	i	i	i	i	3.2	i	-0.8
O=c1c2ccccc2[nH]c(=S)n1CCN1CCCCC1	i	-4.0	i	i	i	i	i	i	6.2	i	-1.2
CN(C)c1cc(-c2ccccc2)nc(N)n1	i	-14.1	i	i	i	i	i	i	-7.2	i	-5.6
Cc1ccc(CNC(=O)[C@H](C)NC(=O)C2CCN(C(=O)[C@@H]3CCCN3C(=O)OC(C)(C)C)CC2)cc1	i	-6.8	i	i	i	i	i	i	4.5	i	0.8
O=C1CN(C(=O)C2CCC(=O)N(CCc3ccc(Cl)cc3)C2)CCN1 (stereo not drawn)	i	-10.7	i	i	i	i	i	i	-7.2	i	5.5
CCc1ccc(C(C)NC(=O)c2ccncc2)cc1 (stereo not drawn)	i	-11.0	i	i	i	i	i	i	1.1	i	0.0
COc1cnc(SCc2ccc(Cl)cc2)nc1Cl	i	-5.3	i	i	i	i	i	i	19.8	i	-3.4
COc1ccc(S(=O)(=O)N2CCC(NC(=O)Nc3ccc(C)cc3)CC2)cc1	i	-9.5	i	i	i	i	i	i	23.0	i	-0.7
Cc1cc(Cl)c2oc(C(=O)N(C)Cc3ccon3)c(C)c2c1	i	-5.3	i	i	i	i	i	i	-1.9	i	1.6
O=C(CCC1CCCN(C(=O)C2(c3ccccc3)CC2)C1)N1CCN(c2ccccn2)CC1 (stereo not drawn)	i	-7.8	i	i	i	i	i	i	-1.8	i	-7.4
O=C(c1cccc(F)c1)N1CCN(C(=O)c2cc(-c3ccc(Cl)cc3Cl)on2)CC1	i	-2.6	i	i	i	i	i	i	-0.7	i	3.2
COc1cc(C)c(Br)cc1S(=O)(=O)N1CCCC1	i	-4.2	i	i	i	i	i	i	-0.1	i	-0.5
Cc1cc(Br)c(S(=O)(=O)n2nnc3ccccc32)cc1C	i	-4.4	i	i	i	i	i	i	-1.1	i	4.1
COc1cccc(-c2cc(C(=O)NCc3cccs3)no2)c1	i	-6.9	i	i	i	i	i	i	2.5	i	-9.6
COc1cc(C(=O)OCC(=O)Nc2cc(C)on2)c([N+](=O)[O-])cc1OC	i	-3.0	i	i	i	i	i	i	-5.3	i	10.1
COc1ccc(NC(=O)C(c2ccc(OC)cc2)N(C)C(=O)CC2NC(=O)NC2=O)cc1 (stereo not drawn)	i	-8.0	i	i	i	i	i	i	-1.2	i	5.0
CCCCCc1nnc(NC(=O)C2CCCO2)s1 (stereo not drawn)	i	-5.5	i	i	i	i	i	i	-1.1	i	4.3
Nc1c(-c2ccccc2)cnn1C1CCS(=O)(=O)C1 (stereo not drawn)	i	-7.6	i	i	i	i	i	i	-7.8	i	0.1
O=C(Cn1ncc2c(=O)oc3ccccc3c21)NCC1COc2ccccc2O1 (stereo not drawn)	i	-7.1	i	i	i	i	i	i	-7.8	i	7.4
Cn1c(=O)c2c(nc(SCCN3CCOCC3)n2C)n(C)c1=O	i	-3.5	i	i	i	i	i	i	-3.0	i	-4.5
COC(=O)c1cc(C(=O)OC)cc(S(=O)(=O)Nc2ccc(Cl)c(N)c2)c1	i	-7.1	i	i	i	i	i	i	4.6	i	3.8
COc1ccccc1C(=O)N/N=C(\C)CC(=O)Nc1ccccc1NC(C)=O	i	-5.2	i	i	i	i	i	i	-4.0	i	2.3
Cc1cc(S(=O)(=O)N2CCN(c3ccc(F)cc3)CC2)ccc1-n1cnnn1	i	-4.1	i	i	i	i	i	i	-15.5	i	0.4
CN(C(=O)CSc1ncccc1C(=O)O)c1ccccc1	i	-8.6	i	i	i	i	i	i	2.5	i	5.6
O=C1c2ccccc2C(=O)N1CCc1nc(-c2ccc(Cl)cc2)no1	i	-6.0	i	i	i	i	i	i	3.3	i	7.9
Cc1ccc([N+](=O)[O-])c(OCC(O)CNC(C)(C)C)c1 (stereo not drawn)	i	-2.0	i	i	i	i	i	i	3.9	i	2.8
CCOC(=O)C1CCN(C(=O)COc2ccc(S(=O)(=O)NC(C)(C)C)cc2)CC1	i	-6.4	i	i	i	i	i	i	-2.9	i	-3.2
O=C(NCC(=O)N1CCCC(C(F)(F)F)C1)c1ccc(Oc2ccccc2)cc1 (stereo not drawn)	i	-5.0	i	i	i	i	i	i	4.1	i	-0.4

New compounds follow:
SMILES	KCNQ1 act	hERG protect	TMEM16A act	RGS4 pot	RGS4 inh	KCNK9 inh	TMEM16A inh	KCNK3 block	SKKanGAS inh	KCNQ1 inh	HDAC3 inhib
CC[n+]1c(C)sc2c3ccsc3ccc21	i	-7.7	i	i	i	i	i	i	2.8	i	14.0
Cn1c(=O)c(=O)n(C)c2cc(S(=O)(=O)N3CCN(c4ccc(F)cc4)CC3)ccc21	i	-11.3	i	i	i	i	i	i	-7.5	i	-5.3
CN(CC(=O)N1CCN(c2cccc(Cl)c2)CC1)S(=O)(=O)c1cccs1	i	-7.8	i	i	i	i	i	i	2.7	i	-3.1
NC(=O)c1cc(S(=O)(=O)NCCCc2ccccc2)cs1	i	-4.6	i	i	i	i	i	i	-14.0	i	6.4
O=C1CCCc2sccc2N1	i	-6.8	i	i	i	i	i	i	-3.8	i	-3.1
CCOC(=O)CC(NC(=O)c1cc2cc(Br)ccc2oc1=O)c1cccc([N+](=O)[O-])c1 (stereo not drawn)	i	-5.4	i	i	i	i	i	i	3.9	i	x
O=C(CSc1nnc(Cc2cc(=O)[nH]c(=O)[nH]2)n1-c1ccccc1)N1CCCCC1	i	-5.1	i	i	i	i	i	i	-4.6	i	6.1
O=C(CCCOC(=O)c1ccc(O)cc1O)c1ccc(F)cc1	i	-11.3	i	i	i	i	i	i	-1.2	i	0.1
COc1ccc(C(=O)N/C(=C\c2ccccc2)C(=O)N2CCOCC2)cc1	i	-5.5	i	i	i	i	i	i	-2.4	i	-5.3
CCc1ccccc1NS(=O)(=O)c1cc2c3c(c1)CCN3C(=O)CC2	i	-8.2	i	i	i	i	x	i	2.2	i	x
CC(C)Oc1cccc(OCCN2C(=O)c3ccccc3C2=O)c1	i	-11.7	i	i	i	i	i	i	-2.1	i	0.5
CCOc1ccc(NC(=O)c2sc(N3CCOCC3)nc2-c2ccccc2)cc1	i	-6.8	i	i	i	i	i	i	-22.7	i	-2.1
Cc1ccc(NC(=O)CN(C)C(=O)Cc2ccc(Cl)c(Cl)c2)cc1	i	0.5	i	i	i	i	i	i	1.8	i	4.8
COc1cc2c3c(c1OC)C1(C=CC(=NNC(N)=O)C=C1)CC3N(C(C)=O)CC2 (stereo not drawn)	i	-4.3	i	i	i	i	i	i	2.7	i	8.1
CC(=O)NNC(=S)Nc1cc(S(=O)(=O)N(C)C)ccc1C	i	0.3	i	i	i	i	i	i	2.3	i	-5.7
C/C(CC(=O)NC(C)c1ccccc1)=N\NC(N)=S (stereo not drawn)	i	-8.7	i	i	i	i	i	i	2.8	i	6.9
